# Screening results: PubChem BioAssay, several laboratories
# Rv3671c inh: Rv3671c (M. tuberculosis) protease inhibition | AID 2606 | 320,000 tested, 0.048% active | inhibition, % at 5.96 µM; in the data active means inhibition above about 38%;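 further: extracellular domain of Rv3671c used as enzyme; 0% = enzyme with DMSO and 100% = no enzyme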
# Target sequence (P9WHR9 whole entry, looked up, the tested form may be a part): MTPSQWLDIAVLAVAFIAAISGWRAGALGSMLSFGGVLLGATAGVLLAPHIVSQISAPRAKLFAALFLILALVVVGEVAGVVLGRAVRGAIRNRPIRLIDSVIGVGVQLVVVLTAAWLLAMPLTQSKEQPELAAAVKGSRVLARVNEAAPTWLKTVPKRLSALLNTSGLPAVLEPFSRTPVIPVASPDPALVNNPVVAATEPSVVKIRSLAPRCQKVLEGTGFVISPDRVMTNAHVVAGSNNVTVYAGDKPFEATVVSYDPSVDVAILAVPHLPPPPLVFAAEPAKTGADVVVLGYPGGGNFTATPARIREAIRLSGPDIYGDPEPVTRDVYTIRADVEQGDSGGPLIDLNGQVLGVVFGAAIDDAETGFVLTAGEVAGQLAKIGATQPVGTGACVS
# CCHF vOTU inh: CCHFV vOTU protease inhibition. 370,000 tested, 0.55% active. AID 651958. Pep-AMC fluorescence. inhibition, % at 11.5 µM; in the data active means inhibition above about 30%; further: 0% = vehicle wells with enzyme and 100% = no enzyme wells
# BoNT A protease: inhibitors of Botulinum neurotoxin A light chain protease; multiplex microsphere protease substrate cleavage, flow cytometry; 360,000 tested, 0.17% active; inhibition, % at 10 µM; AID 588499; further: plate controls were buffer without enzyme for full effect and enzyme alone for no effect
# Anthrax LF inh2: blocks Bacillus anthracis lethal factor protease. inhibition, % at 10 µM. P15917. 360,000 tested, 0.12% active. multiplex microsphere protease cleavage assay, LF. AID 588501; further: plate controls were buffer without enzyme for full effect and enzyme alone for no effect
# SSB-PriA inh: blocks PriA binding to SSB C-terminal tail; 430,000 tested, 0.6% active; AID 1272365; AlphaScreen SSBct-PriA binding, biotinylated peptide; inhibition, % at 33 µM; in the data active means inhibition mostly above about 37%, no sharp cut-off; inactive means mostly below about 20%;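 further: plate controls were negative control peptide for no effect and reference peptide for full effect; strong numbers were not always called active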
# VHR inh abs: DUSP3 (human) phosphatase inhibition | inhibition, % at 13.3 µM | P51452 | AID 1654 | recombinant VHR phosphatase, pNPP absorbance | 290,000 tested, 0.52% active; in the data active means inhibition above about 50%; further: some compounds called inactive have numbers as strong as hits
# Target sequence (P51452 whole entry, looked up): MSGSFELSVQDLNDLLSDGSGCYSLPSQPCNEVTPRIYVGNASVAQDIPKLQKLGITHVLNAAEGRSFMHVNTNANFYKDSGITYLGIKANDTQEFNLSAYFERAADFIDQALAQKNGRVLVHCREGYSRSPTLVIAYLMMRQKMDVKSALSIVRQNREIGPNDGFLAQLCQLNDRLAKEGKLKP
# MazEF act: MazEF (E. coli) toxin RNase activation | FAM/BHQ RNA-DNA oligo cleavage fluorescence, 5 h | P0AE70 | activation, % at 20 µM | 350,000 tested, 0.32% active; in the data active means activation above about 50%
# Target sequence (P0AE70 whole entry, looked up): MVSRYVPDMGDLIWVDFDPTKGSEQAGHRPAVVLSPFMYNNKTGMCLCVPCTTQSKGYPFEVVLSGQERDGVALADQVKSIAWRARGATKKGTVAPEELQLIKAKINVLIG
# BoNT F protease: blocks Botulinum neurotoxin F light chain protease. inhibition, % at 10 µM. 360,000 tested, 0.22% active. Multiplex microsphere protease cleavage assay, flow cytometry; in the data active means inhibition above about 35%, passing the limit was not always enough; inconclusive means no clear call, values can overlap the other calls; further: plate controls were buffer without enzyme for full effect and enzyme alone for no effect
# 3CLpro inhibitor: SARS-CoV 3CLpro protease inhibition | recombinant SARS-CoV 3CLpro, quenched FRET peptide cleavage | inhibition, % at 6 µM | AID 1706 | P0C6X7 | 290,000 tested, 0.14% active; in the data active means inhibition above about 12%
# PrPC TRFRET: cell surface PrPC inhibition, primary TR-FRET screen. TR-FRET read-out. inhibition, % at 13.8 µM. 370,000 tested, 0.43% active. AID 720596; in the data active means inhibition above about 24%; further: 0% = median of the test wells and 100% = reference compound wells
# Starred values were filed as active, the others as inactive; i = inactive; ? = inconclusive; . = not tested or not shown; & = joins results of further samples. Unless noted, no stated cut-off is given here; in the data, active means inhibition above about 30%; inconclusive means no clear call, values can overlap the other calls; inactive means below that. Some of the compounds tested; the hit share may differ from the screen's.
SMILES,Rv3671c inh,CCHF vOTU inh,BoNT A protease,Anthrax LF inh2,SSB-PriA inh,VHR inh abs,MazEF act,BoNT F protease,3CLpro inhibitor,PrPC TRFRET
Cc1ccc2nc(CCc3ccc(N)cc3)[nH]c2c1,3,-12,-2.7,17,0,7,10,?,-6,0
COc1cc(N/C(N)=N/c2nc(C)cc(C)n2)cc(OC)c1,2,-12,-0.9,-1,.,15,7,-4,-10,7
S=C(Nc1cccc(Cl)c1)N1CCN(Cc2ccccc2)CC1,3,-1,0.3,0,-20,4,-1,-4,-1,-8
C(=N\N1CCN(c2ccccn2)CC1)/c1ccccn1,8,-3,?,25,i,18,2,?,-1,-2
Cc1ccc(N/N=C(\C#N)C(=N)N2CCCCC2)cc1,-5,0,?,-9,.,-10,5,?,1,0
C=CCn1c(SCC(=O)NC2CCCCC2)nnc1-c1sc(N)nc1C,6,6,1.2,5,-26,-15,-9,5,0,4
O=C(COc1ccc(Cl)cc1)NCCc1cnc[nH]1,.,12,-0.7,-5,-4,19,2,4,-2,2
CCn1c(SCC(=O)N2CCOCC2)nc(O)cc1=O,0,-5,-0.1,-4,-13,-13,-1,-15,-3,-4
CC(=O)C1C(c2cccc(Oc3ccccc3)c2)NC(=O)NC1(O)C(F)(F)F (configuration not stated),7,-10,-1.0,-2,-1,24,-5,-1,0,-5
O=C(Cn1nnc(-c2ccccc2NC(=O)C2CC2)n1)NC1CCCCC1,-5,8,-0.9,-4,1,20,5,-12,0,1
CCOc1ccc(N(C)S(=O)(=O)c2c[nH]c(C(=O)OC)c2)cc1,-3,20,-2.1,2,-6,18,3,-3,-3,10
COc1ccc(C(C(=O)NC2CCCC2)N(C(=O)c2snc(-c3ccc(F)cc3)c2N)c2ccccc2)cc1 (configuration not stated),2,-5,-0.9,-1,-14,9,-12,0,6,2

# By substructure: those above containing four or more nitrogen atoms
SMILES,Rv3671c inh,CCHF vOTU inh,BoNT A protease,Anthrax LF inh2,SSB-PriA inh,VHR inh abs,MazEF act,BoNT F protease,3CLpro inhibitor,PrPC TRFRET
COc1cc(N/C(N)=N/c2nc(C)cc(C)n2)cc(OC)c1,2,-12,-0.9,-1,.,15,7,-4,-10,7
C(=N\N1CCN(c2ccccn2)CC1)/c1ccccn1,8,-3,?,25,i,18,2,?,-1,-2
Cc1ccc(N/N=C(\C#N)C(=N)N2CCCCC2)cc1,-5,0,?,-9,.,-10,5,?,1,0
C=CCn1c(SCC(=O)NC2CCCCC2)nnc1-c1sc(N)nc1C,6,6,1.2,5,-26,-15,-9,5,0,4
O=C(Cn1nnc(-c2ccccc2NC(=O)C2CC2)n1)NC1CCCCC1,-5,8,-0.9,-4,1,20,5,-12,0,1
COc1ccc(C(C(=O)NC2CCCC2)N(C(=O)c2snc(-c3ccc(F)cc3)c2N)c2ccccc2)cc1 (configuration not stated),2,-5,-0.9,-1,-14,9,-12,0,6,2

# The listing continues.
SMILES,Rv3671c inh,CCHF vOTU inh,BoNT A protease,Anthrax LF inh2,SSB-PriA inh,VHR inh abs,MazEF act,BoNT F protease,3CLpro inhibitor,PrPC TRFRET
Cc1cccc(C2CC(c3ccccc3)Nc3ncnn32)c1 (configuration not stated),3,-1,0.0,3,-3,34,11,-5,.,-4
CCC(C(=O)Nc1cc(C)nn1-c1nc(C)cc(C)n1)c1ccccc1 (configuration not stated),3,24,-0.4,3,-8,-2,-14,8,-1,6
CCO[C@@H]1OC(C(=O)NCc2ccccc2)=C[C@H](C)[C@H]1CCCO,4,1,0.1,9,5,28,6,0,-4,5
O=C(CC1CCCC1)N1CCN(S(=O)(=O)c2ccccc2)CC1,-2,1,-0.8,-8,-12,.,-8,-15,.,1
COc1ccc(OC)c(NC(=O)C2CCCN(S(=O)(=O)c3cccc4nsnc34)C2)c1 (configuration not stated),8,13,0.6,-4,-14,30,2,-8,-2,-21
S=C(NCc1ccncc1)Nc1ccc(Br)cc1Cl,2,8,2.2,-4,7,4,0,-6,1,7
Nc1c(C(=O)N2CCCCC2)sc(=S)n1-c1ccccc1,0,7,-1.4,0,17,23,-6,-2,-9,1
O=C(Nc1cccc(F)c1)NC1CC2CCCC(C1)N2C1CC1 (configuration not stated),-4,5,-1.3,-6,0,10,0,-11,6,-5
Nc1nc2ccc(OC(F)(F)F)cc2s1,3&-7,5,0.1,1,-9&-11,5&26,11,-2,1&2,-7
CC(OC(=O)c1cc2c(ccc3ccccc32)oc1=O)c1nc2ccccc2s1 (configuration not stated),-8,-11,2.9,1,14&-7,-1,-8,3,4,-3
COc1ccc(C(=O)C2CCCN(Cc3ccc4nonc4c3)C2)cc1OC (configuration not stated),0,4,0.0,-7,-14,22,10,-7,-1,-17
CCN(CC)CCNC(=O)c1c(C)n(-c2ccccc2)c2cc(Br)c(OC)cc12,-5,-8,3.2,10,11,12,38,1,-1,-20
NCCSC1CC(=O)N(c2ccc(Cl)c(Cl)c2)C1=O (configuration not stated),5,-5,-1.6,-1,-12,-8,-18,-13,4,-6
COC(=O)c1scc(C)c1NC(=O)c1ccccc1F,-4,4,0.1,-3,-15,-7,-2,-12,-2,7
Cc1cccc(NC(=O)C23CCC(C)(C2Br)C3(C)C)c1 (configuration not stated),-3,-3,0.0,-4,-22&-25,20,0,-17,1,4
CCCC1C(=O)Nc2ccccc2N1C(=O)c1cccc(C)c1 (configuration not stated),-6,-6,-0.4,-5,0,3,4,-11,0,4
O=c1cc(N2CCCCC2)c(-c2ccccc2)nn1Cc1ccc(F)cc1,0,16,0.6,-2,2,10,-4,-4,-3,6
COc1cccc2cc(C(=O)CS(=O)(=O)c3ccc(C)cc3)c(=O)oc12,0,.,1.1,0,-7,44,7,-1,1,.
COc1ccc2nc(C)cc(SCC(=O)N/N=C/c3ccccc3)c2c1,-4,1,0.5,-2,.,-10,1,-2,4,3
COc1ccc(C2=NS(=O)(=O)N(C)C(C(=O)N3CCC(C)CC3)=C2)cc1,7,6,-0.2,-5,-15,13,-4,5,-1,1
C/C=C(/C)C(=O)Nc1cccc(C2=NOC3(C2)C[C@@H](C(N)=O)N(C(=O)CC)C3)c1 (some centres not stated),2,-2,-0.3,-5,-15,19,2,1,.,-4
Cc1nnc(NC(=O)CSc2nnc(CNC(=O)c3ccccc3)o2)s1,16,14,1.4,0,-8,-25,1,-6,4,2
CC(C)N1CCc2c(sc(NC(=O)CCc3ccccc3)c2C(N)=O)C1,-6,12,0.4,-2,2,10,6,-6,0,-1
CNC(=O)C12CCC(C)(c3nc4cc(C)c(C)cc4nc31)C2(C)C (configuration not stated),-1,3,1.6,2,-2,12,11,0,-2,-1
CCc1ccc(NC(=O)CN(N=Nc2nonc2C)c2nonc2C)cc1,-3,1,-1.0,-5,-1,6,3,-4,4,4
Cc1ccc(-c2c(C(=O)N/N=C/c3ccncc3)nnn2-c2nonc2N)cc1,-4,-3,3.0,6,.,34,13,5,-4,-6
CC(=O)C[C@H](O)CC(=O)[C@H]1OC(=O)CCCCCCc2ccccc21,3,3,-0.1,-1,-10,.,8,2,.,-6
CCN(CC(=O)NCc1cccs1)C(=O)c1ccc(OC)c(S(=O)(=O)N2CCOCC2)c1,-5,1,-19,0,6,.,-2,-22,.,-4
COc1cc(C(=O)Nc2ccc(Nc3ccccc3)cc2)cc(OC)c1OC,21,-4,-1.1,-15,43*,-20,8,-13,3,-1
O=C(CN1CCCCCC1)Nc1ccccc1[N+](=O)[O-],2,-16,1.3,-4,5,4,-7,33,4,-2
COc1cc(CC(=O)OCC(=O)Nc2cc([N+](=O)[O-])ccc2Cl)cc(OC)c1OC,-11,5,-0.3,0,-7,0,2,-1,1,-25
COc1ccccc1NS(=O)(=O)c1ccc(Cl)cc1,0,-11,-0.4,-6,-9,37,-1,-8,-1,7
Cc1nc(C(C)(C)O)n(-c2ccccc2)n1,11,2,-0.3,2,-19,25,2,8,-2,-4
Fc1ccc(-c2ccc(CNCc3ccccn3)o2)cc1,8,-10,-3.0,13,14,11,-2,?,0,-1
O=C(C[n+]1ccccc1)N/N=C/c1ccc(C(=O)O)cc1,-5,-4,-0.5,-6,.,.,0,2,.,3
CCNC(=O)C1(C)CCN(C(=O)C(c2ccccc2)c2ccccc2)C1 (configuration not stated),.,7,-1.4,-8,.,.,.,-18,.,1
Cc1cc(C)cc(NC(=O)CCn2ccnc2)c1,-1,2,-0.1,-2,-6,5,10,6,-1,-5
CC(C)N1CC(COc2ccc(Br)cc2)OC1=O (configuration not stated),-5,9,0.3,-10,-2,20,0,-5,2,0
COC(=O)c1cscc1S(=O)(=O)Cc1ccccc1,3,-16,.,.,-7,0,-3,.,4,5
COc1ccccc1Nc1nc(N)nc(CSc2nccc(C)n2)n1,1,-4,-3.2,-7,-6,29,2,-36,-2,-7
COc1ccc(Cn2c(N)c(C#N)c3nc4ccccc4nc32)cc1OC,-6,-4,6.9,1,1,29,12,5,-1,-15
COc1ccccc1NC(=O)c1ccc(NC(=O)CN2CCN(C(=O)c3ccco3)CC2)cc1,1,-1,0.4,0,-17,16,4,1,-1,-5
CCCC(C(=O)Nc1ccc(S(=O)(=O)Nc2ncccn2)cc1)c1ccccc1 (configuration not stated),1,-2,-4.3,-1,0,-3,6,-8,0,2
CCOC(=O)/C(=N\Nc1ccc(Cl)cc1)c1csc(Nc2ccccc2)n1,-15,4,-1.2,-4,.,6,-1,0,-2,3
Cc1nnc(SCC(=O)Nc2ccc(Cl)cn2)[nH]c1=O,-3,1,0.8,2,1,42,0,7,2,3
CC1CCN(C(=O)/C=C/c2ccc(C(C)(C)C)cc2)CC1,-1,16,0.3,-1,-13,-7,-3,2,1,-5
COc1ccccc1CNC(=O)c1c(-c2ccccc2)nn(-c2ccccc2)c1C,-1,8,-1.0,-4,11,29,-2,-28,3,-1
CSc1ccccc1NC(=O)COC(=O)Cc1ccsc1,-2,-2,0.0,-2,-16,.,-7,-3,.,3
COC(=O)[C@@]1(C)[C@H]2C(=O)N(Cc3ccccc3)C(=O)[C@H]2[C@H]2CN=C(SC)N21,.,1,-0.7,-1,-12,.,0,-2,.,-3
Brc1cccc(CNc2nc3ccccc3n2CCN2CCOCC2)c1,8,0,-1.4,0,-4,-8,6,4,0,-10
CN1C(=O)C(C)(C)c2cc(S(=O)(=O)NCc3ccc(C(=O)NCc4ccco4)cc3)ccc21,3,-4,-1.2,-12,-7,10,140*,-13,-3,0
CCOC(=O)c1ccc(NNC(C)=O)c([N+](=O)[O-])c1,6,-4,0.3,-1,4,19,2,-4,8,-14
Cc1cccc(C)c1NC(=O)Cn1nc(-c2ccccc2)nc1-c1ccccc1,3,-8,?,?,-14,9,-16,?,-3,1
Cn1ccc(C(=O)N/N=C/c2ccccc2[N+](=O)[O-])n1,0,2,-0.3,-4,i,1,3,1,-2,-18
CCC(=O)NCCCOc1ccccc1,-4,-1,-0.1,-4,-22,19,4,-3,-1,-1
O=C(c1cccc(Br)c1)c1conc1C(=O)c1ccco1,-1,0,-0.3,1,-7,-23,6,-5,-4,1
COc1ccc(C2CC(c3ccc(C)cc3)=NN2C(=O)c2ccccc2)cc1 (configuration not stated),-6,-14,1.3,12,-1,.,1,3,3,0
CCn1c(SCC(=O)Nc2cccc(O)c2)nc2c1c(=O)n(C)c(=O)n2C,6,2,-1.5,-5,-8,45,-19,-9,1,-8
O=C(COc1ccc(F)cc1)N(Cc1cccc(Br)c1)C1CCS(=O)(=O)C1 (configuration not stated),-5,11,2.2,-2,-1,18,-5,0,-3,-6
COc1ccc(-c2csc(C(C)(O)c3cccc(F)c3)n2)cc1OC (configuration not stated),.,2,0.1,-10,.,.,.,-8,.,7
O=C(OCCN=C1NS(=O)(=O)c2ccccc21)c1cccnc1,9,0,-0.1,2,4,8,9,-10,0,1
CCCNC(=O)CCn1nc(-c2ccccc2)c2ccccc2c1=O,2,.,0.7,3,-4,.,5,18,-6,.
